AGP1-GFP MLPCN – modulators of AGP1-GFP expression in yeast TOR pathway, primary screen, cell-based, multiplex flow cytometry, S. cerevisiae, MLPCN library; 3 h; GFP as percent of DMSO wells; GFP response vs DMSO, % at 10 µM; hit rate 0.02% among 320,000; AID 2066, 2009;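 active means GFP response relative to DMSO above a set limit, near screen average plus 3 SD, cut at about 150% in these data; inconclusive means fewer than 70 cells counted for the yeast strain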;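 further: median GFP channel fluorescence of the gated AGP1 strain per well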
CIT2 TOR yeast – modulators of CIT2-GFP expression in yeast, primary screen, S. cerevisiae, GFP fusion, multiplex flow cytometry, MLPCN library; S. cerevisiae CIT2-GFP strain, 3 h; 100 means same as DMSO wells; GFP response vs DMSO, % at 10 µM; hit rate 0.065% among 320,000;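 active means GFP response relative to DMSO above a set limit, near the screen mean plus 3 SD, cut at about 150% in these data; inconclusive means Fewer than 70 cells measured for a yeast strain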;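 further: ratio of well median GFP fluorescence to mean of DMSO wells on the plate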
LAP4 TOR yeast – modulators of LAP4-GFP expression in yeast, primary screen, S. cerevisiae, multiplex flow cytometry, MLPCN library; 3 h; median GFP as percent of DMSO wells; GFP response vs DMSO, % at 10 µM; hit rate 0.34% among 320,000;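 active means GFP response vs DMSO above a set limit, about the screen mean plus 3 SD, cut at about 150% in these data; inconclusive means under 70 cell events counted for the yeast strain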
GASC-1 inh – inhibitors of GASC-1 histone demethylase, primary screen, biochemical, fluorescence, DELFIA europium; GST-JMJD2C(1-420) H3K9me3 demethylation; inhibition, % at 2.35 µM; hit rate 0.069% among 330,000;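 active means more than half of a compound's replicate wells show inhibition beyond 50%, single wells judged on their own value; inconclusive means some, but no more than half, of replicates pass 50% inhibition; inactive means no replicate passes 50% inhibition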;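 further: signal counts dimethyl H3K9 product captured on neutravidin plate; 0% = median of DMSO wells and 100% = 0.3 times that DMSO median; strong numbers were not always called active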
Target sequence (Q9H3R0 1-420 limits assumed): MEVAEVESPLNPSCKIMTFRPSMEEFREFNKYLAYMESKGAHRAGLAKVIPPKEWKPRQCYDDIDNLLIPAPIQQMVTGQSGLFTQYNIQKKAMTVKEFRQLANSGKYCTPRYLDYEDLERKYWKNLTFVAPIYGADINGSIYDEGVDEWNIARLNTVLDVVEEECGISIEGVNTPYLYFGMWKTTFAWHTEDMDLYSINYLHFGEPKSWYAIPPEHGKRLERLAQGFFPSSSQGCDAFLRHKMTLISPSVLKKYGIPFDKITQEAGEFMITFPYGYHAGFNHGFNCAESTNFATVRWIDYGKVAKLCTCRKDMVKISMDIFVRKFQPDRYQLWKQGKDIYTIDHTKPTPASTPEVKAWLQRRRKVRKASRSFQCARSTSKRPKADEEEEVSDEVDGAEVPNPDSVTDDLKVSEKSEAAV
RPL19A TOR yeast – RPL19A-GFP expression modulators in yeast, primary screen, cell-based, S. cerevisiae, multiplex flow cytometry, MLPCN. S. cerevisiae RPL19A-GFP strain, 3 h; active compounds read low. percent response vs DMSO, % at 10 µM. hit rate 0.3% among 330,000;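 active means percent response vs DMSO below 50%; inconclusive means fewer than 70 events counted for the yeast strain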;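 further: median channel GFP fluorescence of the barcoded RPL19A-GFP strain; ratio of sample median GFP to plate DMSO average so 100% = DMSO; lower means less RPL19A-GFP as with rapamycin TOR inhibition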
MEP2-GFP yeast – modulators of MEP2-GFP levels in yeast, primary screen, S. cerevisiae, multiplex flow cytometry, MLPCN library; hit rate 0.51% among 330,000; S. cerevisiae MEP2-GFP strain, 3 h; 100% = DMSO control level; GFP response vs DMSO, % at 10 µM;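 active means GFP response versus DMSO above a set limit, roughly screen mean plus 3 SD, cut at about 180% in these data; inconclusive means fewer than 70 cells counted for a yeast strain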;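 further: median GFP fluorescence of the barcode-gated MEP2-GFP cells per well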
GRK2 inh – compounds blocking aptamer binding on GRK2 – biochemical, human GRK2, bead flow cytometry, HTS, primary screen; Beta-adrenergic receptor kinase 1 (Homo sapiens), P25098; hit rate 0.59% among 330,000; FAM-aptamer displacement from GRK2; inhibition of aptamer binding, % at 10 µM;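 active means inhibition of aptamer binding above 40%, roughly 3 SD of noise, on plates passing a quality check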;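 further: median bead fluorescence of bound FAM aptamer so fluorescent compounds give negative values; no value below 0 was filed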
VLA-4 inh – inhibition in human VLA-4 binding assay, primary screen, VLA-4 allosteric modulator project, MLPCN library, flow cytometry, VLA-4 expressing cells; Integrin alpha-4 (Homo sapiens), P13612; ligand binding flow cytometry; inhibition, % (about 7 µM as worked out from the volumes in the protocol); hit rate 0.2% among 330,000; in the data active means inhibition above about 50%
* marks the source's active call; other numbers are inactive results; ? = inconclusive; . = not tested or not shown; [ ] = remark or other dose.

Molecule	GRK2 inh	MEP2-GFP yeast	RPL19A TOR yeast	GASC-1 inh	LAP4 TOR yeast	CIT2 TOR yeast	AGP1-GFP MLPCN	VLA-4 inh
Cc1cc(C)cc(NC(=O)c2cc(S(=O)(=O)NCc3ccco3)ccc2F)c1	3	106	105	3	110	108	107	6
CCC(C)[C@H](NC(=O)OC(C)(C)C)C(=O)NCC1CCC(C(=O)N[C@@H](Cc2ccccc2)C(=O)O)CC1 (stereo partly specified)	2	105	102	2	94	104	105	6
O=C(N/N=C/c1cccc(O)c1)c1ccccc1O	0	96	98	-11	106	107	99	-4
COc1cc(Nc2nnc(C)s2)c(Cl)cc1Cl	0	103	99	0	107	96	93	-20
CCCOC1CCCN(Cc2nc(-c3cnccn3)no2)C1 (stereo unspecified)	9	111	100	7	102	101	101	1
O=C(CNC(=O)c1ccccc1Cl)NC1CCN(Cc2ccccc2)CC1	0	93	93	8	78	98	88	-3
O=C(NCc1cccnc1)/C(=C/c1ccc(-c2cccc(C(F)(F)F)c2)o1)NC(=O)c1ccccc1	2	99	99	7	106	98	106	11
Cn1c(=O)n(C)c2cc(NC(=O)c3cccc([N+](=O)[O-])c3)c(Br)cc21	1	100	98	0	109	93	104	-1
CCC1=NC(c2ccc(OC)cc2)N(O)C1(C)C (stereo unspecified)	1	103	95	-5	98	95	95	7
CCCn1c(NCc2ccco2)nc2c1c(=O)n(C)c(=O)n2C	5	94	99	8	101	103	106	28
CN(C)CCNC(=O)c1cc2cc(Br)ccc2oc1=O	4	100	99	72	102	87	83	3
Cc1ccccc1NC(=O)C1C2CCCCC21 (stereo unspecified)	0	85	97	7	79	94	87	-2
CCCCN1C(=O)Nc2ccccc2S1(=O)=O	0	92	93	-7	94	91	91	10
Cn1nnnc1Sc1ncnc2scc(-c3ccccc3)c12	0	103	114	1	106	103	106	1
Cc1ccc(C)c(NC(=O)c2ccc3ccccc3n2)c1	3	113	98	-9	104	106	97	-2
CCC(C)NC(=O)CC(NS(=O)(=O)c1ccc(NC(C)=O)cc1)C(C)C (stereo unspecified)	0	94	93	4	97	90	93	3
CCN(C(=O)COC(=O)c1ccc(OC)c(S(=O)(=O)N(C)Cc2ccccc2)c1)C1CCS(=O)(=O)C1 (stereo unspecified)	2	89	87	183	87	82	89	2
O=C(c1ccc(C(F)(F)F)n(Cc2ccc(Cl)cc2)c1=O)N1CCOCC1	0	97	109	-3	96	103	101	7
O=C(Nc1ccc(F)cc1F)c1ccc(-n2cccn2)c([N+](=O)[O-])c1	0	101	100	6	108	106	103	2
COc1ccccc1CNC(=O)C(C)NS(=O)(=O)c1ccc(C)cc1 (stereo unspecified)	4	104	97	-15	104	92	103	0
CCCCNc1nc2ccccc2nc1Cl	0	115	101	-26	84	106	95	-8
C[C@H](CO)N1C[C@H](C)[C@@H](CN(C)S(=O)(=O)c2ccccc2)Oc2ccc(NC(=O)Cc3ccccc3)cc2C1=O	0	103	95	7	101	97	96	7
COC(=O)CNC(=O)c1cccs1	0	102	99	0	96	95	97	-5
COCc1[nH]nc2c1C1(C(=O)N(C)c3ccccc31)C(C#N)=C(N)O2 (stereo unspecified)	0	103	99	-3	101	107	102	-1
O=C(c1ccncc1)N1CCCC(N2CCN(c3ccc(F)cc3)CC2)C1 (stereo unspecified)	0	107	91	-4	79	102	16	9
CN(C)N=Nc1ccc(S(N)(=O)=O)cc1	0	87	97	4	92	104	98	0
COc1cc(NS(=O)(=O)c2ccc(NC(=O)COc3ccccc3C)cc2)nc(OC)n1	0	98	98	-35	93	95	92	5
Cc1ccccc1C(=O)N1CCC(C(=O)O)CC1	1	104	97	9	101	102	102	2
NC(=O)c1ccsc1NC(=O)COC(=O)c1cc(=O)[nH]c2ccccc12	3	107	101	-17	112	107	104	11
COc1ccc(CCNC(=O)CCC(=O)N2CCOc3ccc(Cl)cc32)cc1OC	0	103	100	-4	106	100	100	-31
CS(=O)(=O)N(CC(=O)Nc1ccc(CC#N)cc1)c1ccc(C23CC4CC(CC(C4)C2)C3)cc1	0	103	97	-2	96	101	97	-15
Cn1nc(C(F)(F)F)c(C#N)c1N1CCN(c2ccccc2F)CC1	1	96	97	2	99	103	96	-8
COc1ccc(N2C(=O)C3CCCN3C2c2ccc(F)cc2)cc1Cl (stereo unspecified)	0	96	95	5	106	86	104	12
Cc1ccc(-c2nc(C(Cl)Cl)c3ccccc3n2)cc1	4	104	99	-13	105	108	107	-4
COC(=O)[C@H](Cc1c[nH]c2ccccc12)NC(=O)NCc1ccccc1	0	100	102	33	92	101	99	11
Clc1ccc(SCc2cc(-c3ccccc3)on2)cc1	0	218*[may fluoresce violet]	53[may fluoresce violet]	-10	83[may fluoresce violet]	?	?	1
CCCOc1ccc(-c2nnn(CC(=O)Nc3cccc(C(=O)OC)c3)n2)cc1	2	100	96	-16	98	94	100	14
c1coc(CNc2nc(-c3cccs3)cs2)c1	0	96	98	-7	97	89	89	-12
Cc1ccc(NC(=O)C2CCCN2C(=O)OCc2ccccc2)cc1C (stereo unspecified)	0	95	97	10	99	98	110	11
CN(C(=O)c1cccc(C#CC(C)(C)O)c1)C1CCCN(Cc2ccccc2F)C1 (stereo unspecified)	1	107	103	-7	92	109	104	-9
COc1ccccc1NC(=O)COC(=O)CNC(=O)C1CCCCC1	0	104	104	1	105	112	107	8
CCOc1ccc(C(=O)NCC(=O)Nc2ccncc2)cc1OCC	2	105	101	-5	101	99	103	11
CCCC(=O)Nc1ccccc1N1CCN(C(=O)c2ccccc2)CC1	1	100	100	6	111	92	107	13
C=CCc1c(C)nc(-c2ccccc2)nc1N/N=C/c1ccncc1	0	101	99	-2	105	95	97	-4
CCOC(=O)C1CCCN(C2CC(=O)N(c3ccc(C(C)C)cc3)C2=O)C1 (stereo unspecified)	1	120	121	19	97	112	113	5
O=C(CSc1nc2[nH]ncc2c(=O)n1-c1ccc(Cl)c(Cl)c1)NCc1ccccc1Cl	0	89	97	0	111	93	99	-11
COc1ccc(OC)c(Nc2nc(-c3ccccc3O)nc3ccccc23)c1	1	110	104	-21	115	102	106	5
COc1ccc(C(=O)n2nc(C)cc2C)cc1Br	3	101	101	5	113	87	96	-1
O=C1COc2ccc(-c3n[nH]c(=O)c4ccccc34)cc2N1	0	102	103	-11	99	108	106	-7
CCOC(=O)C1CCN(C(=O)C2(NC(=O)Nc3ccccc3C)CCCCC2)CC1	1	112	109	-5	96	102	102	-5
CC(NC(=O)c1cccnc1)C(c1cccs1)N1CCOCC1 (stereo unspecified)	2	94	96	-9	93	95	99	5
Cn1nc(C(=O)NNC(=O)c2ccc(Cl)c(S(N)(=O)=O)c2)c2ccccc2c1=O	0	99	99	-7	98	93	105	3
O=S(=O)(NCc1ccco1)c1ccc(Cl)cc1Cl	2	103	105	-2	97	99	102	28
O=C(Nc1cccc2ccccc12)/C(=C\c1cccc([N+](=O)[O-])c1)NC(=O)c1cccs1	16	99	108	-23	97	109	105	6
Cc1ccc(C)c(S(=O)(=O)N2CCN(C(=O)Cc3ccccc3)CC2)c1	0	89	85	4	97	82	90	4
COc1cc(C)nc2nc(SCc3ccccc3)nn12	0	100	101	4	.	92	94	-1

Remaining list, next part
Molecule	GRK2 inh	MEP2-GFP yeast	RPL19A TOR yeast	GASC-1 inh	LAP4 TOR yeast	CIT2 TOR yeast	AGP1-GFP MLPCN	VLA-4 inh
CCOC(=O)N1CCN(c2c(N3CCN(c4ccccc4F)CC3)c(=O)c2=O)CC1	1	108	99	-3	105	102	108	1
COc1cccc(OCC(=O)Nc2ccccc2C(N)=O)c1	0	106	101	38	102	104	105	-19
CCC1CCCCN1CCCNC(=O)CN1C(=O)c2cccnc2Oc2ccc(Cl)cc21 (stereo unspecified)	3	100	96	2	101	98	96	-8
CCn1ccc(C(=O)Nc2ccsc2C(=O)OC)n1	3	91	101	3	106	85	90	10
COCCn1c(COc2ccc(OC)cc2)nc2ccccc21	4	108	100	-17	104	101	107	20
Cc1nc(SCC(=O)N2CCC(Cc3ccccc3)CC2)[nH]c(=O)c1C	4	106	99	9	107	98	99	-8
O=C(c1cc(COc2ccc(F)cc2Cl)on1)N(Cc1ccncc1)CC1CCCO1 (stereo unspecified)	5	105	108	8	95	106	104	18
O=C(COc1ccc(Cl)cc1)NNC(=O)c1ccccc1C(=O)O	1	97	106	1	66	111	88	0
O=S(=O)(c1cccc(-c2nnco2)c1)N1CCCC1	3	99	97	0	93	93	98	6
O=C(O)c1cccc(N2C(=O)c3cccnc3C2=O)c1	1	106	103	-18	104	98	102	4
O=C(NCCc1ccccc1)C(=O)NCCC1CCCCN1S(=O)(=O)c1cccs1 (stereo unspecified)	2	98	94	0	99	94	100	-4
CCOc1ccc(NC(=O)CSc2nnc(CNC(=O)c3ccco3)o2)cc1	1	95	102	-1	95	94	98	2

Bioassay records from PubChem BioAssay.
